From PubChem
ABHD4 inh – ABHD4 inhibitors, primary screen, biochemical, fluorescence polarization, mouse; (Lyso)-N-acylphosphatidylethanolamine lipase (Mus musculus), Q8VD66; purified mABHD4, FP-Rh probe fluorescence polarization; inhibition, % at 8.92 µM; hit rate 0.54% among 370,000; AID 720543, 2013;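 active means inhibition exceeding the mean over every tested compound plus 3 SD, cut at about 30% in these data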;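 further: 0% = plate median of compound wells and 100% = S159A mutant with DMSO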
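Assay system: mABHD4 protein; medium: HEPES pH 7.0, NaCl, Pluronic buffer; dosing: 8.92 µM, single dose; schedule: 45 min + 60 min at 25 °C; signal: FP readout, ex 525 nm / em 598 nm; read-out: normalized percent inhibition of probe labeling; repeats: single replicate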
ASAP1 inh – inhibitors of human ASAP1 ArfGAP activity, primary screen, biochemical, fluorescence polarization | ASAP1-stimulated ARF1 GTP hydrolysis, GDP FP detection | inhibition, % at 16.5 µM | hit rate 0.19% among 360,000; in the data active means inhibition above about 25%;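 further: 0% = vehicle with enzyme and substrate and 100% = no enzyme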
ARFGAP1 inh – inhibitors of rat ARFGAP1 GAP activity, primary screen, biochemical, fluorescence polarization, GDP tracer. Arfgap1-stimulated ARF1 GTP hydrolysis, GDP FP detection. hit rate 0.26% among 360,000. inhibition, % at 16.5 µM;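 active means inhibition above a per-plate limit, mean inhibition of low control wells plus 3 SD, cut at about 25% in these data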;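 further: 0% = DMSO wells with enzyme and 100% = wells lacking Arfgap1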
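System: truncated rat Arfgap1 GAP domain / Benchmarks: high control wells lacking Arfgap1, low control full reaction with DMSO / Times: compound-enzyme preincubation 20 min, reaction 120 min, detection 60 min, 25 °C / Repeats: one replicate per compound / Also added: human ARF1(Δ1-17)-GTP substrate / Measured by: Tracer-displacement fluorescence polarization with EDTA stop, 620/688 nm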
SMARCA2 act – SMARCA2 (BRM) function activators, primary screen, cell-based, luminescence, high throughput; AID 652017, 2013; hit rate 1% among 370,000; MG213 cells, MMTV-luciferase reporter, dexamethasone, overnight; activation, % at 9.1 µM; in the data active means activation above about 7.8%;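 further: 0% = vehicle wells and 100% = reference activator wells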
NPR2 activator – human GC-B receptor activators, primary screen, HEK293 GC-B cells, cGMP TR-FRET, EC30 CNP. activation, % at 10 µM. Atrial natriuretic peptide receptor 2 (Homo sapiens), P20594. 0% at EC30 CNP, 100% saturating CNP. AID 1920062, 2024. hit rate 0.11% among 370,000;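 active means activation at 10 µM reaching about 35% in either raw or pattern-adjusted values, limit read from the data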
Rev-erbA mod – modulators of Rev-erb alpha DNA binding, primary screen, biochemical, FITC-DNA, fluorescence polarization, uHTS; Nuclear receptor subfamily 1 group D member 1 (Homo sapiens), P20393; Rev-erbα–FITC-DNA binding, 90 min; activity, % at 10 µM; hit rate 0.79% among 370,000; AID 1259318, 2017;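 active means activity above about 14%, limit read from the data; passing the limit was not always enough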;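 further: 0% = DMSO wells with 35 nM protein and 100% = DMSO wells with 750 nM protein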
rCAG RNA binder – binders of r(CAG) RNA repeats, primary screen, biochemical, fluorescence | inhibition, % at 3 µM | r(CAG) RNA repeat, TO-PRO-1 dye displacement fluorescence | AID 651821, 2012 | hit rate 1.3% among 370,000;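 active means inhibition above the plate cutoff, the mean of all test compounds on that plate plus 3 SD, cut at about 35% in these data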;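 further: 0% = DMSO alone and 100% = 100 µM mitoxantrone as full dye displacement; higher means more dye released from RNA so lower well fluorescence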
HTRA1 inhibitor – HTRA1 serine protease inhibitors, primary screen, biochemical, fluorescence polarization, HTS; Q92743; recombinant HTRA1, FP-rhodamine activity-based probe; inhibition, % at 5.96 µM; hit rate 0.5% among 340,000; AID 504803, 2011; in the data active means inhibition above about 36%;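 further: 0% = enzyme with DMSO and 100% = wells lacking enzyme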
PG9 binder – binders of HIV-1 gp120 antibody PG9, primary screen, biochemical, TR-FRET; hit rate 0.43% among 360,000; HIV-1 gp120 / PG9 antibody interaction; TR-FRET gp120-PG9 antibody binding; inhibition, % at 6.7 µM; in the data active means inhibition above about 8.5%
NPR1 activator – GC-A stimulated cGMP production enhancers – HEK293 GC-A cells, cGMP TR-FRET, EC30 ANP, primary screen; Atrial natriuretic peptide receptor 1 (Homo sapiens), P16066; activation, % at 10 µM; 0% at EC30 ANP, 100% saturating ANP; hit rate 0.14% among 370,000; in the data active means activation above about 40%
Target sequence (P16066 whole entry, looked up): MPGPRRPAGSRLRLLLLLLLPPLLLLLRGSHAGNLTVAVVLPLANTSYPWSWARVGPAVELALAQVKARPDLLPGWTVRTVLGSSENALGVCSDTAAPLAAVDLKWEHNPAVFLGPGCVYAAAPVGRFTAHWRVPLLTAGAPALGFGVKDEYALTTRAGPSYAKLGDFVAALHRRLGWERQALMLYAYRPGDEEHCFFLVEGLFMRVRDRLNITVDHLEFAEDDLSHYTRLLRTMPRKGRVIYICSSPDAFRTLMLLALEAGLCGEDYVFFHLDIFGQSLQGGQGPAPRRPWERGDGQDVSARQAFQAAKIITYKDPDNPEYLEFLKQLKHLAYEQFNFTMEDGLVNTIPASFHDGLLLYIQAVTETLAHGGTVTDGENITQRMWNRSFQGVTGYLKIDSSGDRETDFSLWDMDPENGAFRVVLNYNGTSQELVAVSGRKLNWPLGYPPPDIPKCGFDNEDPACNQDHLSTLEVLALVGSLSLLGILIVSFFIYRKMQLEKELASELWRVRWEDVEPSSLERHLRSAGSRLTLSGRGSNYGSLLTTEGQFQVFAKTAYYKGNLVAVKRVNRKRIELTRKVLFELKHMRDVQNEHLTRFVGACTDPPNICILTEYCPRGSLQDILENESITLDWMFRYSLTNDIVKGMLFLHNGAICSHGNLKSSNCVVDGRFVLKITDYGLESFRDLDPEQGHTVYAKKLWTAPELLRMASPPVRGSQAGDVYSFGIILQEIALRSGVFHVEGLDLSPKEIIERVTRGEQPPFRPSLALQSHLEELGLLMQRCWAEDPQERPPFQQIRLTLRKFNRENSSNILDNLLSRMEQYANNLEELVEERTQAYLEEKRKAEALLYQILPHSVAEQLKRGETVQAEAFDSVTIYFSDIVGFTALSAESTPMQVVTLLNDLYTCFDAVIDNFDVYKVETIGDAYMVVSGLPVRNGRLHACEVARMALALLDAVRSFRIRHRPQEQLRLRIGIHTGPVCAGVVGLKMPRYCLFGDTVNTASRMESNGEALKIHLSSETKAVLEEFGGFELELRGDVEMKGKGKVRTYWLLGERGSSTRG
* marks the source's active call; other numbers are inactive results; · = not tested or not shown.

canonical_smiles,ABHD4 inh,ASAP1 inh,ARFGAP1 inh,SMARCA2 act,NPR2 activator,Rev-erbA mod,rCAG RNA binder,HTRA1 inhibitor,PG9 binder,NPR1 activator
C/C(=N\NC(=O)COc1ccccc1)c1cccs1,-9.4,-8.6,-2.5,1.6,-1.1,-4.5,4.3,1.6,1.2,0.5
CCOc1ncccc1C(=O)Nc1cccc(Cl)c1Cl,4.9,-11.9,-10.0,-3.9,-0.8,3.0,-3.2,-3.7,-1.1,2.4
COCCCNC(=O)CNC(=S)N(Cc1cc(OC)c(OC)c(OC)c1)C1CCCC1,4.2,4.9,-2.3,-4.5,1.3,7.9,-7.3,6.5,-2.0,-2.8
Cc1ccc(-c2nc(C3CCN(S(=O)(=O)c4ccc(C(F)(F)F)cc4)CC3)no2)cc1,7.8,-2.8,-4.6,-2.5,-0.1,-8.0,-0.2,2.1,-0.1,-1.1
Cc1ccc(C(=O)NCC(=O)NCC(=O)OCC(=O)c2ccc([N+](=O)[O-])cc2)cc1,5.0,13.7,1.4,0.9,-1.9,1.6,4.5,-3.0,-3.5,-2.5
Cc1[nH]c2ccc(Br)cc2c(=S)c1C/C=C/Cl,-3.6,10.1,13.2,-3.4,-8.2,-1.0,4.6,-29.9,6.6,-8.6
O=C1CSc2ccccc2N1Cc1ccccc1F,-4.7,1.2,-10.6,-2.8,-0.5,-0.2,-4.1,-10.0,-0.5,-1.4
CC(C)(C)NC(=O)CSc1ncnc2c1cnn2-c1ccccc1,-2.7,4.3,-5.5,-0.1,-1.9,-1.5,-2.0,4.6,0.3,-0.7
CC1NC(C)(C)Cc2c1ccc1ccccc21 (stereo unspecified),-3.0,-2.4,9.8,-2.0,2.6,1.8,2.0,1.4,-3.1,0.2
Cc1ccc(CNc2nc(N)c([N+](=O)[O-])c(Nc3cccc(F)c3)n2)cc1,1.4,-12.3,-2.3,-3.8,6.8,-2.6,0.1,-9.3,0.0,11.1
OCCNCc1ccc(OC2CCCC2)cc1,1.3,-13.1,-3.0,-1.1,4.5,1.2,-0.9,0.9,-0.2,1.0
CCC1CN(S(=O)(=O)c2ccc3c(c2)NC(=O)CC(=O)N3)c2cc(Cl)ccc2O1 (stereo unspecified),-1.2,-3.5,-9.8,-2.8,-5.3,7.4,3.8,-24.3,0.6,-9.1

Part of the list above, reduced to ABHD4 inh, NPR1 activator and ARFGAP1 inh:
SMILES | ABHD4 inh | NPR1 activator | ARFGAP1 inh
CCOc1ncccc1C(=O)Nc1cccc(Cl)c1Cl | 4.9 | 2.4 | -10.0
COCCCNC(=O)CNC(=S)N(Cc1cc(OC)c(OC)c(OC)c1)C1CCCC1 | 4.2 | -2.8 | -2.3

2 records picked at random from the list so far, as already listed:
canonical_smiles,ABHD4 inh,ASAP1 inh,ARFGAP1 inh,SMARCA2 act,NPR2 activator,Rev-erbA mod,rCAG RNA binder,HTRA1 inhibitor,PG9 binder,NPR1 activator
CCOc1ncccc1C(=O)Nc1cccc(Cl)c1Cl,4.9,-11.9,-10.0,-3.9,-0.8,3.0,-3.2,-3.7,-1.1,2.4
CCC1CN(S(=O)(=O)c2ccc3c(c2)NC(=O)CC(=O)N3)c2cc(Cl)ccc2O1 (stereo unspecified),-1.2,-3.5,-9.8,-2.8,-5.3,7.4,3.8,-24.3,0.6,-9.1

Continued:
canonical_smiles,ABHD4 inh,ASAP1 inh,ARFGAP1 inh,SMARCA2 act,NPR2 activator,Rev-erbA mod,rCAG RNA binder,HTRA1 inhibitor,PG9 binder,NPR1 activator
Cc1ccccc1-n1c(SCC(N)=O)nc2sc(-c3ccccc3)cc2c1=O,-1.4,-6.1,4.3,-4.5,0.3,0.2,2.7,-7.1,1.8,0.1
CCNC(=O)NC(=O)C(C)Sc1nc2ccccc2n1CC(C)C (stereo unspecified),-15.6,-3.7,-7.6,-1.4,-1.3,-5.2,0.0,-17.6,2.7,-2.7
O=C1c2ccccc2C(=O)N1/N=C/c1ccc(Oc2ccc([N+](=O)[O-])cn2)cc1,3.8,-5.6,-0.3,-1.4,-1.2,1.9,-2.2,6.9,-2.0,-2.4
CC(C(=O)NCc1cccnc1)c1ccc([N+](=O)[O-])cc1 (stereo unspecified),-10.2,-3.2,-4.0,-3.2,0.8,-4.1,-2.8,6.2,1.9,1.0
Fc1ccccc1CSc1nnnn1-c1ccc2c(c1)OCO2,-7.3,-4.4,-3.7,1.5,8.3,3.3,-1.5,-4.0,-2.3,3.1
CC(C)C(=O)Nc1ccc(-c2csc(-c3ccccc3)n2)cc1,3.6,-9.0,3.8,5.1,-1.6,2.4,1.6,-2.0,-2.5,1.0
CC1=C(C#N)C(NC(=O)c2ccc(C)cc2)(C(F)(F)F)C(=O)N1 (stereo unspecified),-2.7,4.3,-3.3,0.1,2.7,-3.0,0.2,-1.9,-1.9,2.3
COc1ccc(CCNC(=O)c2cc3c(=O)n4ccccc4nc3n(C3CCCCC3)c2=N)cc1,2.8,-7.1,-0.1,1.8,7.6,-0.2,2.1,-37.8,-1.8,2.3
Cc1cc(C)c(C)c(C(=O)CSc2nnc(-c3ccc4[nH]c(C)c(C)c4c3)o2)c1C,-2.3,0.9,2.9,-0.4,-8.0,-2.2,6.5,-5.9,0.2,4.0
O=C(Cn1ncc(N2CCCC2)c(Br)c1=O)c1ccc(Cl)cc1,4.5,-12.1,16.4,9.7*,2.4,3.2,-1.6,-1.3,-3.9,6.0
Nc1nc(SCC(=O)Nc2ccc(S(N)(=O)=O)cc2)n[nH]1,-0.2,-15.8,6.8,0.8,2.6,-2.7,-1.2,-12.0,0.0,1.8
Cc1cc(C)cc(N(C(=O)c2sc(C)nc2C)C(C(=O)NCc2ccco2)c2ccccc2)c1 (stereo unspecified),6.0,-1.5,9.7,-5.4,-18.7,-3.8,-5.4,0.0,0.8,-30.7
O=C(Nc1ccc(Cl)cc1)[C@@H]1[C@@H]2C(=O)N(c3ccc(Cl)cc3)C(=O)[C@@H]2[C@H]2C=CC=NN21,-3.7,-5.3,8.9,-2.6,0.1,0.9,22.6,-8.8,1.6,-2.2
Cc1ccccc1OCC(=O)NNC(=O)Nc1ccc(Cl)cc1,-5.5,1.2,7.1,-0.9,-0.9,0.2,1.9,-3.0,-0.4,-6.2
COC(=O)CSc1nnc(CNc2ccc(OC)cc2)n1C,3.2,-4.9,2.9,-1.9,-0.1,0.9,-0.8,4.1,-0.3,-1.9
O=C(CSc1nc2ccccc2nc1N1CCCCC1)N1CCN(C(c2ccccc2)c2ccc(Cl)cc2)CC1 (stereo unspecified),-7.0,·,·,-0.4,-3.6,18.9*,6.6,·,·,-9.5
O=C(NCc1ccco1)c1cc(S(=O)(=O)N2CCOCC2)c(Cl)cc1Cl,-3.3,10.1,6.4,0.2,3.4,-2.5,-1.3,-5.7,-0.3,-0.7
CC(C)(c1ccccc1)c1ccc(OCCCNCCO)cc1,18.1,-5.8,4.6,1.0,-5.9,2.7,6.4,2.3,-2.7,-9.2
Cc1ccc(C(=O)C[n+]2ccc3ccccc3c2)cc1,7.7,-1.0,-3.2,1.1,0.8,-3.2,10.0,0.9,-0.8,5.1
O=C(/C=C/Nc1ccccc1C(=O)O)c1cccs1,0.9,1.2,0.1,3.7,1.6,2.7,0.4,6.9,-5.5,-0.2
Fc1cc2[nH]c(=S)[nH]c2c(Br)c1N1CCSCC1,6.5,-5.9,10.2,0.1,5.3,-6.3,2.5,-2.9,1.2,-1.5
Cc1ccc(-c2cc(C(=O)NC3CCN(Cc4ccccc4)CC3)c3ccccc3n2)cc1,2.5,-12.6,-8.3,0.8,0.4,11.3,3.6,-3.9,-2.3,-7.8
CC(=O)NC(=O)COC(=O)c1ccc2ncsc2c1,1.5,-8.9,1.0,-1.4,0.5,-0.3,-1.0,5.7,-1.0,1.9
CCCn1c(CN2CCN(C(=O)OCC)CC2)nc2c1c(=O)n(C)c(=O)n2C,3.5,8.6,-4.5,-3.0,4.3,-2.0,-1.1,3.4,0.0,1.7
CC(=O)Nc1ccc(NC(=O)CC2CCCC2)cc1,-1.1,7.2,5.7,-1.4,-6.1,2.0,1.3,11.4,-0.9,1.3
CCCCCCNC(=O)c1cn(CC)c2cc(N3CCN(C)CC3)c(F)cc2c1=O,3.5,-16.6,7.0,-2.6,-3.6,5.0,-1.3,-10.6,-1.2,6.3
CCOc1ccccc1CNC(=O)c1nn(CC)cc1[N+](=O)[O-],4.6,8.0,1.0,-1.7,0.9,3.7,-1.2,-1.9,-1.1,6.7
O=C(CCC1COc2ccccc2O1)NCc1ccco1 (stereo unspecified),3.9,9.1,10.5,1.5,0.0,-2.8,11.8,2.7,-1.8,0.3
CCn1cc(C(=O)OCC(=O)Nc2cccc(Cl)c2Cl)c(=O)c2ccc(C)nc21,0.9,-7.7,6.2,0.6,4.6,42.5*,0.8,·,-0.6,0.6
CCOc1ccc(C(=O)NCCNC(=O)c2ccc(OCC)cc2)cc1,-3.6,8.5,-8.4,-0.5,1.1,0.1,-1.2,11.1,0.4,-3.4
C[C@@H]1CN([C@@H](C)CO)C(=O)c2cc(Br)cnc2O[C@H]1CN(C)C(=O)Nc1ccc2c(c1)OCO2,10.5,-1.7,14.7,-2.7,-3.6,-2.8,3.8,7.4,-2.2,1.2
Fc1cccc(NC(=S)Nc2ccc(Br)cc2)c1,-10.9,14.3,-4.7,0.3,2.6,3.4,7.4,-3.9,0.5,0.4
NC(=O)c1ccc(OCC(F)(F)C(F)(F)C(F)(F)C(F)(F)C(F)(F)C(F)F)cc1,-1.2,-20.2,6.6,-0.2,3.3,-4.7,-8.0,-9.7,-1.0,-2.5
CCOc1cccc(-c2c(C(=O)N/N=C/c3ccc(Br)cc3)nnn2-c2nonc2N)c1,-25.1,2.7,4.0,-2.8,-7.2,-2.9,10.8,-32.2,-0.2,-9.8
C#CCOCCOCCOCCNc1nc(N2CCOCC2)nc(N2CCN(C(=O)[C@H](CCCCN)n3cc(CCC(=O)O)nn3)CC2)n1,-13.8,11.6,0.8,-0.9,-4.6,-2.3,2.7,-4.4,2.4,-0.6
CN(C)CCNC(=O)Nc1ccc(Cl)c(Cl)c1,-1.7,5.6,0.6,0.0,-3.3,-1.3,3.6,-6.2,0.1,-1.4
CCC(C)(C)NC(=O)C(c1ccccn1)N(C(=O)c1csnn1)C1CCCCC1 (stereo unspecified),1.3,-6.8,7.5,-0.7,-1.3,-0.2,-1.7,5.7,0.4,-4.3
